# Screening data: PubChem BioAssay, Broad Institute
# TcdB GH inh: blocks C. difficile toxin B glycohydrolase activity; TcdB glycohydrolase enzymatic assay, plate reader; inhibition, % at 9.99 µM; 350,000 compounds, 0.24% hits; AID 652162; in the data active means inhibition above about 10%
# Target sequence (P18177 whole entry, looked up): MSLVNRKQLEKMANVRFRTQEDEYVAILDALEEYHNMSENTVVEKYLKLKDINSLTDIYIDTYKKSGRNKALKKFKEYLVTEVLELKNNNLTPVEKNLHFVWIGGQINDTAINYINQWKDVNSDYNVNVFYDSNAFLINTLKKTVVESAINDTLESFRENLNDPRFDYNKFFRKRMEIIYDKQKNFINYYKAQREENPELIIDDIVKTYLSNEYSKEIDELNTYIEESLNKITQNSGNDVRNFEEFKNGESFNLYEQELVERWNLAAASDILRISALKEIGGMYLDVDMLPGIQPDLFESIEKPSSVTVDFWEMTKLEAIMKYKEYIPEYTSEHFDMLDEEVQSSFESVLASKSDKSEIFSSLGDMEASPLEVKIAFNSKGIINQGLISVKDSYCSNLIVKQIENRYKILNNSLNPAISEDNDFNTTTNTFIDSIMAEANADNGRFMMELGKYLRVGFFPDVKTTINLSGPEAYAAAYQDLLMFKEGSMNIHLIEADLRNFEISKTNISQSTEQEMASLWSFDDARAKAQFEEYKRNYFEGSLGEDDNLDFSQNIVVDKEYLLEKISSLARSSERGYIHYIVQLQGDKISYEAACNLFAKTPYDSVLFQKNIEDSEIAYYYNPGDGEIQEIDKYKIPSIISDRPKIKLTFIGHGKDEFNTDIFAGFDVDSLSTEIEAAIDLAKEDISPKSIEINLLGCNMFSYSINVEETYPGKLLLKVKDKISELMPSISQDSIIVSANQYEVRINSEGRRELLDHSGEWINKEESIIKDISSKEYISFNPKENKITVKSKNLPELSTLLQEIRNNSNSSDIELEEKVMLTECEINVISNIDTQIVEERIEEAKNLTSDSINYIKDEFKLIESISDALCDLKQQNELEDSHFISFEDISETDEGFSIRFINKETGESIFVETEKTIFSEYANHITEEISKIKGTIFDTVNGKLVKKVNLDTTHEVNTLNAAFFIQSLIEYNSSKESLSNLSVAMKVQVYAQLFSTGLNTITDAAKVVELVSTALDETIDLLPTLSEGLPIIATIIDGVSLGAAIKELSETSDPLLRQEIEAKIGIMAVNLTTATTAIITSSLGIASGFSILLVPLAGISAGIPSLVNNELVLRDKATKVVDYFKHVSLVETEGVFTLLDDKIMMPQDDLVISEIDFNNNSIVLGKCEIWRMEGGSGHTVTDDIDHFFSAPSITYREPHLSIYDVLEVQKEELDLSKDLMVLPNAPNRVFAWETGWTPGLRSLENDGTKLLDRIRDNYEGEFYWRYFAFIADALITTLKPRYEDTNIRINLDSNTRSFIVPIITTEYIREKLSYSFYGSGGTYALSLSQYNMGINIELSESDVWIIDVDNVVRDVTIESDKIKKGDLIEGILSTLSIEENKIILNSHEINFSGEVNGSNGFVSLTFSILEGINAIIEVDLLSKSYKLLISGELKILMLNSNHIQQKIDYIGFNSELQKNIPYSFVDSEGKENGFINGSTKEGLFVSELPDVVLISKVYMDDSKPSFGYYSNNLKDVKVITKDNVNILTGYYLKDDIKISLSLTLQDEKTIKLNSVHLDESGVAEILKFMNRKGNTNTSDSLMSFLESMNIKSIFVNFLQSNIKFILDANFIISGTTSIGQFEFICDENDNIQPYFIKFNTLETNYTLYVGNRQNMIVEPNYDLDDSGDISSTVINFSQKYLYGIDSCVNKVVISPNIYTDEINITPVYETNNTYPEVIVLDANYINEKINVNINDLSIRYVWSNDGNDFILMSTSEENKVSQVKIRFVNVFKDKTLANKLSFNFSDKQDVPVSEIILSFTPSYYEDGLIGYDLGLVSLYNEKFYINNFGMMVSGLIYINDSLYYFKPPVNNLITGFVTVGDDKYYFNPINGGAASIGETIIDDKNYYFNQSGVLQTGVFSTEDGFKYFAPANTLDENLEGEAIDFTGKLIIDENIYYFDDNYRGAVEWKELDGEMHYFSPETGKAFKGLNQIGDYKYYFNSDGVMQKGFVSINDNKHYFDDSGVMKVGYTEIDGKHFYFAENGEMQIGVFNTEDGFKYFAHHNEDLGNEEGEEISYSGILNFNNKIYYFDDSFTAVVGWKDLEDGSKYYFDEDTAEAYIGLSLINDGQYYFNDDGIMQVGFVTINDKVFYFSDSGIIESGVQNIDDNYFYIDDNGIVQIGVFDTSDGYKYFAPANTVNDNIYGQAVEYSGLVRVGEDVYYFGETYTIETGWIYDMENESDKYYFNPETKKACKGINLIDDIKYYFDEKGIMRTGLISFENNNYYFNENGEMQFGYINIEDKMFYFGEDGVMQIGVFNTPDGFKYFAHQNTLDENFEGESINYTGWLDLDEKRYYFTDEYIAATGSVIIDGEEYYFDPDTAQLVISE
# Numbers without * were called inactive.
SMILES,TcdB GH inh
COCC#Cc1cnc2c(c1)C(=O)N([C@@H](C)CO)C[C@H](C)[C@@H](CN(C)C(=O)CN1CCOCC1)O2,-0.6
C[C@@H]1CN([C@@H](C)CO)C(=O)Cc2cc(NC(=O)Nc3ccc(F)cc3)ccc2O[C@H]1CN(C)Cc1ccc(C(=O)Nc2ccccc2N)cc1,-1.6
COc1ccc(CN(C)C[C@@H]2OCCCC[C@H](C)Oc3ccc(NS(=O)(=O)c4ccc(Cl)cc4)cc3C(=O)N([C@H](C)CO)C[C@@H]2C)cc1,0.7
C[C@@H]1CN([C@H](C)CO)C(=O)Cc2cc(NC(=O)Cn3cnnn3)ccc2O[C@@H]1CN(C)S(=O)(=O)c1cn(C)cn1,-0.1
COc1ccc(NC(=O)N(C)C[C@H]2Oc3ccc(NS(=O)(=O)c4ccccc4)cc3CC(=O)N([C@H](C)CO)C[C@H]2C)cc1,0.9
CO[C@@H]1CN(C)C(=O)c2cc(NC(=O)c3ccc(Oc4ccccc4)cc3)ccc2OC[C@H](C)NC[C@H]1C,1.1
CO[C@H]1CN(C)C(=O)c2ccc(NC(=O)c3ccc(F)cc3)cc2OC[C@@H](C)N(C(=O)CC2CC2)C[C@H]1C,0.5
O=C(C[C@@H]1CC[C@@H]2[C@H](COC[C@@H](O)CN2Cc2cccc(C(F)(F)F)c2)O1)NCc1ccc(Cl)cc1,-1.4
CN(C)C(=O)[C@H]1[C@H](CO)[C@H]2Cn3c(ccc(-c4cccc(F)c4)c3=O)[C@H]2N1C(=O)c1cnccn1,-18.4
C[C@@H]1CN([C@@H](C)CO)C(=O)c2cc(NC(=O)Nc3ccc4c(c3)OCO4)ccc2O[C@H]1CN(C)Cc1ccc(C(=O)Nc2ccccc2N)cc1,-3.0
C[C@@H]1CN([C@@H](C)CO)C(=O)Cc2cc(NC(=O)Nc3ccc(C(F)(F)F)cc3)ccc2O[C@H]1CN(C)CC1CCCCC1,-0.9
O=S(=O)(N[C@@H]1CC[C@H](CCn2cc(-c3cccc(F)c3)nn2)O[C@@H]1CO)c1ccc(Cl)cc1,0.1
C[C@@H]1CN([C@H](C)CO)C(=O)Cc2cc(NC(=O)Nc3cccc4ccccc34)ccc2O[C@H]1CN(C)S(=O)(=O)c1ccc(F)cc1,-0.8
COc1ccc(CN(C)C[C@@H]2Oc3c(NC(=O)c4ccc(-c5nccs5)cc4)cccc3C(=O)N([C@H](C)CO)C[C@H]2C)cc1,0.6
CN(C)C(=O)C[C@@H]1CC[C@H](NC(=O)C2CCOCC2)[C@@H](CO)O1,-0.6

# Random excerpt: 7 compounds from above.
SMILES,TcdB GH inh
CO[C@H]1CN(C)C(=O)c2ccc(NC(=O)c3ccc(F)cc3)cc2OC[C@@H](C)N(C(=O)CC2CC2)C[C@H]1C,0.5
CN(C)C(=O)[C@H]1[C@H](CO)[C@H]2Cn3c(ccc(-c4cccc(F)c4)c3=O)[C@H]2N1C(=O)c1cnccn1,-18.4
C[C@@H]1CN([C@@H](C)CO)C(=O)c2cc(NC(=O)Nc3ccc4c(c3)OCO4)ccc2O[C@H]1CN(C)Cc1ccc(C(=O)Nc2ccccc2N)cc1,-3.0
COCC#Cc1cnc2c(c1)C(=O)N([C@@H](C)CO)C[C@H](C)[C@@H](CN(C)C(=O)CN1CCOCC1)O2,-0.6
CN(C)C(=O)C[C@@H]1CC[C@H](NC(=O)C2CCOCC2)[C@@H](CO)O1,-0.6
C[C@@H]1CN([C@H](C)CO)C(=O)Cc2cc(NC(=O)Nc3cccc4ccccc34)ccc2O[C@H]1CN(C)S(=O)(=O)c1ccc(F)cc1,-0.8
C[C@@H]1CN([C@H](C)CO)C(=O)Cc2cc(NC(=O)Cn3cnnn3)ccc2O[C@@H]1CN(C)S(=O)(=O)c1cn(C)cn1,-0.1

# Further results.
SMILES,TcdB GH inh
Cc1ccc(-c2cnc3c(c2)C(=O)N([C@@H](C)CO)C[C@@H](C)[C@H](CN(C)S(C)(=O)=O)O3)cc1,0.6
Cc1cc(O)ccc1Cl,1.3
C[C@H](CO)N1C[C@H](C)[C@H](CN(C)Cc2ccc(Oc3ccccc3)cc2)Oc2c(NC(=O)c3ccc(-c4nccs4)cc3)cccc2C1=O,-3.8
O=S(=O)(NCC[C@@H]1CC[C@H](NS(=O)(=O)c2cccc(Cl)c2)[C@H](CO)O1)c1cccc(F)c1,1.1
CNC[C@@H]1Oc2ncc(-c3cncnc3)cc2C(=O)N([C@@H](C)CO)C[C@H]1C,-0.1
CN1C(=O)c2cc(NC(=O)C3CCCC3)ccc2OC[C@@H]2O[C@@H](CC(=O)NCC(F)(F)F)CC[C@H]21,2.3
Cc1nc(N2[C@@H](C#N)[C@H](c3ccccc3)[C@@H]2CO)sc1C,0.6
COc1ccc2c3c([nH]c2c1)[C@@H](CO)N(Cc1nccs1)CC31CCN(C(=O)C2CCCCC2)CC1,1.7
CCCNC(=O)N(C)C[C@H]1Oc2ncc(-c3ccccc3F)cc2C(=O)N([C@H](C)CO)C[C@@H]1C,0.1
C[C@H](CO)N1C[C@H](C)[C@@H](CN(C)S(C)(=O)=O)OCCCC[C@H](C)Oc2ccc(NC(=O)NC3CCCCC3)cc2C1=O,0.2
CNC[C@H]1Oc2cc(C#Cc3ccc(F)cc3)ccc2S(=O)(=O)N([C@@H](C)CO)C[C@H]1C,-0.3
O=C(Cc1ccccn1)N1CC(=O)N2[C@H](C1)[C@@H](c1ccc(-c3ccc(F)cc3)cc1)[C@@H]2CO,1.0
COC(=O)C1=C(C)N(Cc2ccc(F)cc2)C(=S)NC1c1cccc(OC)c1 (configuration not stated),1.2
Cc1cccc(S(=O)(=O)N2C[C@H]3[C@@H](c4ccccc42)[C@@H](CO)N3C(=O)c2ccccc2)c1,0.0
C[C@H]1CN([C@@H](C)CO)S(=O)(=O)c2ccc(C3=CCCCC3)cc2O[C@H]1CN(C)C(=O)C1CCC1,0.5
O=C(C[C@H]1CC[C@H]2[C@@H](COC[C@H](O)CN2C(=O)Nc2ccccc2)O1)NCCCN1CCOCC1,-1.1
COc1cccc(NC(=O)N[C@@H]2CC[C@H](CC(=O)Nc3ccccc3)O[C@H]2CO)c1,-1.5
Cc1ccc(S(=O)(=O)N(C)C[C@H]2OCCCC[C@@H](C)Oc3ccc(NS(=O)(=O)c4ccccc4)cc3C(=O)N([C@H](C)CO)C[C@@H]2C)cc1,0.6
Cc1ccc(C(=O)NCCN2CCC3(CC2)C(=O)NCN3c2ccccc2)cc1,-0.6
COc1ccc(NC(=O)Nc2cccc3c2O[C@@H](CN(C)S(C)(=O)=O)[C@@H](C)CN([C@H](C)CO)C3=O)cc1,0.3
COCc1cn(CC[C@H]2CC[C@H](NC(=O)CCN3CCCCC3)[C@@H](CO)O2)nn1,-2.6
COc1ccccc1-c1ccc2n(c1=O)C[C@@H]1[C@@H](CO)[C@H](C(=O)N3CCN(C)CC3)[C@H]2N1CC1CC1,1.7
C[C@@H]1CN([C@H](C)CO)C(=O)c2cc(Br)cnc2O[C@H]1CN(C)Cc1ccncc1,-0.7
CC(C)NC(=O)N(C)C[C@@H]1Oc2ccc(NC(=O)CCC(F)(F)F)cc2CC(=O)N([C@@H](C)CO)C[C@@H]1C,0.4
CN(C)C(=O)C[C@H]1C[C@@H]2c3cc(N(C)C)ccc3O[C@@H]2[C@@H](CO)O1,-37.9
CCCN1[C@H](C(=O)N2CCCCC2)[C@@H](CO)[C@@H]2Cn3c(ccc(-c4ccccc4)c3=O)[C@@H]21,-0.8
CCCNC(=O)C[C@@H]1C[C@H]2c3cc(NC(=O)Nc4ccc(F)cc4)ccc3O[C@H]2[C@@H](CO)O1,0.0
CO[C@H]1CN(C)C(=O)c2ccc(NC(C)=O)cc2OC[C@H](C)N(C(=O)C2CCC2)C[C@@H]1C,-0.7
CCC(=O)N1C[C@@H](O)COC[C@H]2O[C@H](CC(=O)N3CCCCC3)CC[C@@H]21,0.5
COc1ccc(S(=O)(=O)N(C)C[C@H]2OCCCC[C@@H](C)Oc3ccc(NS(=O)(=O)c4c(C)noc4C)cc3C(=O)N([C@@H](C)CO)C[C@H]2C)cc1,0.6
CC(C)(C)[S@](=O)N1Cc2cc(C(=O)NCCN3CCCCC3)nc(-c3cccc(-c4ccc(C#N)cc4)c3)c2[C@@H]1CCO,-3.7
COc1ccc(S(=O)(=O)Nc2ccc3c(c2)CC(=O)N([C@@H](C)CO)C[C@@H](C)[C@H](CN(C)S(C)(=O)=O)O3)cc1,-0.2
CCCNC(=O)N1CCC2(CC1)CN(C(=O)CC)[C@H](CO)c1[nH]c3cc(OC)ccc3c12,1.0
C[C@H](O)C#Cc1cnc2c(c1)C(=O)N([C@@H](C)CO)C[C@@H](C)[C@@H](CN(C)C(=O)Nc1ccc(F)cc1)O2,0.7
COc1ccc(S(=O)(=O)N(C)C[C@@H]2Oc3ccc(NC(=O)Nc4ccc5c(c4)OCO5)cc3C(=O)N([C@H](C)CO)C[C@H]2C)cc1,0.1
CCNC(=O)C[C@H]1CC[C@@H]2[C@@H](COc3ccc(NC(=O)c4ccccc4)cc3C(=O)N2C)O1,2.9
O=C(C[C@H]1CC[C@@H]2NC[C@H](O)COC[C@H]2O1)NCCc1ccncc1,-0.4
Cc1ccc2ccc(C(Nc3ccccc3)c3ccccc3)c(O)c2n1 (configuration not stated),1.7
COCC#Cc1ccc2c(c1)O[C@@H](CN(C)C(=O)Nc1ccc(OC)cc1)[C@@H](C)CN([C@H](C)CO)S2(=O)=O,1.0
CN(C)C(=O)C[C@H]1CC[C@H](NS(=O)(=O)c2ccccc2)[C@@H](CO)O1,-0.5
COc1ccc(NC(=O)N2CC(=O)N3[C@H](CO)[C@@H](c4ccc(-c5ccc(C)cc5)cc4)[C@H]3C2)cc1,0.2
Cc1ccc(S(=O)(=O)Nc2ccc3c(c2)C(=O)N([C@H](C)CO)C[C@@H](C)[C@H](CN(C)S(=O)(=O)c2cn(C)cn2)OCCCC[C@@H](C)O3)cc1,0.3
COC(=O)c1cc2c(c3c4cc(OC)ccc4n(S(=O)(=O)c4ccc(OC)cc4)c13)C(=O)N(Cc1ccc(C(F)(F)F)cc1)C2,0.0
C[C@H]1CCCCO[C@@H](CN(C)Cc2ccccc2)[C@@H](C)CN([C@@H](C)CO)C(=O)c2cc(NC(=O)CCCN(C)C)ccc2O1,0.5
CN(C)C(=O)[C@@H]1[C@@H](CO)[C@@H]2Cn3c(ccc(C4=CCCC4)c3=O)[C@H]1N2Cc1cccnc1,-2.0
O=C(C[C@H]1CC[C@@H]2NC[C@H](O)COC[C@H]2O1)NCCN1CCCC1,0.7
O=C(Cc1ccccn1)NCC[C@@H]1CC[C@H](NC(=O)Nc2ccc(F)cc2)[C@H](CO)O1,-1.4
C[C@H](CO)N1C[C@H](C)[C@H](CN(C)C(=O)Cc2cccnc2)Oc2ncc(C#CCN(C)C)cc2C1=O,-0.7
C[C@@H]1CN([C@H](C)CO)C(=O)c2cc(C#C[C@@H](C)O)cnc2O[C@H]1CN(C)C(=O)Cc1ccccn1,0.1
COCCNC(=O)C[C@@H]1C=C[C@H](NC(=O)NC2CCCCC2)[C@@H](CO)O1,0.3
C=CC[C@]1(C(=O)NCC(O)CO)N=C(c2ccc(OCCCO)cc2)O[C@H]1c1ccccc1 (some centres not stated),0.6
C[C@@H]1CN([C@@H](C)CO)C(=O)c2cc(NC(=O)Nc3cccc4ccccc34)ccc2O[C@@H](C)CCCCO[C@@H]1CN(C)Cc1ccncc1,-0.2
CCCNC(=O)[C@@H]1[C@@H](CO)[C@@H]2Cn3c(ccc(-c4ccccc4)c3=O)[C@@H]2N1C(=O)c1ccccc1F,-1.5
CC(C)NC(=O)Nc1ccc2c(c1)CC(=O)N([C@H](C)CO)C[C@@H](C)[C@@H](CN(C)Cc1ccc(C(F)(F)F)cc1)O2,-0.2
COCC(=O)Nc1ccc2c(c1)[C@@H]1C[C@@H](CC(=O)N3CCc4ccccc4C3)O[C@H](CO)[C@@H]1O2,-0.4
C[C@@H]1CN([C@H](C)CO)C(=O)Cc2cc(NS(=O)(=O)c3cccs3)ccc2O[C@H]1CN(C)Cc1ccc2c(c1)OCO2,0.6
CNC[C@@H]1Oc2ccc(NS(=O)(=O)c3ccccc3)cc2CC(=O)N([C@@H](C)CO)C[C@H]1C,0.5
C[C@H](CO)N1C[C@H](C)[C@@H](CN(C)Cc2ccc(C(=O)O)cc2)OCCCC[C@H](C)Oc2ccc(NC(=O)C3CCCCC3)cc2C1=O,-0.6
C[C@@H]1CN([C@@H](C)CO)C(=O)c2cccc(NC(=O)c3nc4ccccc4s3)c2O[C@H]1CN(C)Cc1ccc(Cl)c(Cl)c1,-0.5
OCC(CCc1c[nH]c2ccccc12)c1c[nH]c2ccccc12 (configuration not stated),1.4

# A different layout for part of the listing above.
> C[C@@H]1CN([C@H](C)CO)C(=O)c2cc(C#C[C@@H](C)O)cnc2O[C@H]1CN(C)C(=O)Cc1ccccn1
  TcdB GH inh = 0.1
> C[C@H](CO)N1C[C@H](C)[C@@H](CN(C)Cc2ccc(C(=O)O)cc2)OCCCC[C@H](C)Oc2ccc(NC(=O)C3CCCCC3)cc2C1=O
  TcdB GH inh = -0.6
> C[C@H](CO)N1C[C@H](C)[C@H](CN(C)C(=O)Cc2cccnc2)Oc2ncc(C#CCN(C)C)cc2C1=O
  TcdB GH inh = -0.7

# The list continues:
SMILES,TcdB GH inh
C[C@H]1CN([C@@H](C)CO)S(=O)(=O)c2ccc(-c3ccc(C(=O)N(C)C)cc3)cc2O[C@H]1CN(C)Cc1ccccc1C(=O)O,0.4
C[C@H](CO)N1C[C@H](C)[C@H](CN(C)Cc2ccc(C(F)(F)F)cc2)OCCCC[C@H](C)Oc2ccc(NC(=O)CCC(F)(F)F)cc2C1=O,0.7
O=C(C[C@@H]1CC[C@H](NC(=O)c2ccccc2)[C@H](CO)O1)Nc1ccc(-c2ccccc2)cc1,2.9
O=C(NCC(F)(F)F)[C@@H]1[C@@H](CO)[C@@H]2Cn3c(cccc3=O)[C@H]1N2CC1CCOCC1,-0.4
CC(C)NC(=O)N(C)C[C@@H]1Oc2ccc(NS(=O)(=O)c3cn(C)cn3)cc2CC(=O)N([C@@H](C)CO)C[C@@H]1C,1.2
C[C@H](CO)N1C[C@H](C)[C@H](CN(C)Cc2ccc(F)cc2)Oc2ncc(-c3ccccc3)cc2C1=O,-1.0
C[C@H](O)C#Cc1ccc2c(c1)O[C@H](CN(C)Cc1cccnc1)[C@H](C)CN([C@H](C)CO)S2(=O)=O,-1.0
CCC(=O)N[C@H]1CC[C@H](CC(=O)NCc2ccc(OC)cc2)O[C@@H]1CO,1.0

# This is a subset (hit frequency here may not be typical).
